GPT2 inh = Primary qHTS assay for inhibitors of Glutamate pyruvate transaminase 2 (GPT2); Alanine aminotransferase 2 (Homo sapiens), Q8TD30; Recombinant GPT2, coupled pyruvate oxidase/HRP Amplex Red fluorescence; Potency, µM (series often up to 57.7 µM), inactives show at the highest dose activity change, negative = inhibition, actives largely listed as inhibitors; 0.25% of 100,000 active; note: potency is the fitted concentration of half-maximal effect; nearly all actives have a fitted effect of over 60% in size; many of its hits are not listed in these tables
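Recombinant GPT2 (10ng/uL) with 250uM a-KG and 2mM L-alanine, 30 min at room temperature, in HEPES pH 7.5 buffer. Pyruvate detected by pyruvate oxidase/HRP/Amplex Red fluorescence after 30 min in the dark; AOA (50uM) as positive control.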
HEK cytotox = Cytotoxic Profiling in HEK 293 Cell Line of Diverse Libraries Using Quantitative High-Throughput Screening. HEK 293 viability, ATP luminescence (CellTiter-Glo), 48-72 h. Potency, µM (titrated, usually from 115 µM), for the others: at the highest dose activity change, negative = cytotoxicity, most hits filed as inhibitors. 6.6% of 94,000 active. AID 1345083, 2018; note: potency is the fitted concentration of half-maximal effect; nearly all actives have a fitted effect of over 60% in size
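Cells seeded first (HEK 293, 250 cells/well), then compound added by pintool. Incubation ran 48 or 72 hr at 37 degree Celsius. CellTiter-Glo was added and luminescence imaged after 10 min at room temperature.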
3T3 cytotox = Cytotoxic Profiling in NIH 3T3 Cell Line of Diverse Libraries Using Quantitative High-Throughput Screening; AID 1345082, 2018; NIH 3T3 viability, CellTiter-Glo ATP luminescence, 48-72 h; 4.3% of 94,000 active; Potency, µM (series often up to 96.7 µM), inactives show at the highest dose activity change, negative = cytotoxicity, hits mostly inhibitors; note: potency is the fitted concentration of half-maximal effect; nearly all actives have a fitted effect of over 55% in size
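NIH 3T3 cells at 400 cells/well received 23 nL of compound by pintool and were incubated 48 or 72 h at 37 °C. Viability was read as ATP-coupled CellTiter-Glo luminescence.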
SNCA expr inh = Primary qHTS assay for inhibitors of alpha-synuclein gene (SNCA) expression; HEK-293 SNCA-luciferase knock-in, luminescence, 24 h; Potency, µM (series often up to 57.2 µM), inactives show top-dose activity change, negative = inhibition, usual class: inhibitors; 0.17% of 140,000 active;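 note: potency is the fitted concentration of half-maximal effect; plate controls were DMSO cells for no effect and cell-free wells for full effect; nearly all actives have a fitted effect of over 45% in size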
IP6K1 inhibitor = Primary qHTS assay for small molecule inhibitors of Inositol hexaphosphate kinase 1 (IP6K1) | 0.81% of 140,000 active | activity change, % (series mostly up to about 58 µM) | AID 1645851, 2021 | IP6K1 kinase, ADP-Glo luminescence, 2 h; stronger effect = lower value; in the data active = activity change below about -25%
Target sequence (Q92551 whole entry, looked up): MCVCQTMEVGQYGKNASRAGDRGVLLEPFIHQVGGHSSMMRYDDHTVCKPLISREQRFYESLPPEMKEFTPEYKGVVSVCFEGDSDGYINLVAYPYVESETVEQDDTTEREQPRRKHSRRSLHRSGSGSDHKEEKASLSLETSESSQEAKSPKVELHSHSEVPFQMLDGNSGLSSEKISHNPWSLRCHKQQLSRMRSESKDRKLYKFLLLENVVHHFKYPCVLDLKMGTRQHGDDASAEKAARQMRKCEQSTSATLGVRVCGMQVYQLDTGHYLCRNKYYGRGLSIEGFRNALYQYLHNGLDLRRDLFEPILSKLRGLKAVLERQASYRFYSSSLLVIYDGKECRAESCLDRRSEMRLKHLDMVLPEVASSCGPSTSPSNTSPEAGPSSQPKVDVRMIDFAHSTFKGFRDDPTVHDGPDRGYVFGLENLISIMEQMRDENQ
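ADP-Glo luminescence measures ADP made by human IP6K1 during a 2 h RT reaction with ATP/IP6 (mix at 1.3 mM/130 uM); top library doses 57.5 and 19.1 uM final.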
HEK293 viab = GF-AFC viability counterscreen for inhibitors of alpha-synuclein gene (SNCA) expression. HEK-293-SNCA-luc viability, GF-AFC fluorescence, 24 h. Potency, µM (doses to about 57.1 µM), for the others: at the highest dose activity change, negative = cytotoxicity, actives largely listed as cytotoxic. 0.12% of 150,000 active;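 note: potency is the fitted concentration of half-maximal effect; 0% = DMSO-treated cells and -100% = medium-only wells without cells; nearly all actives have a fitted effect of over 30% in size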
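HEK-293-SNCA-luc cells (1500/well) plated 24 h, then exposed 24 h to a dilution series; GF-AFC added 30 min at 37C, fluorescence 405/540 nm; normalised to medium-only and DMSO wells, Hill fit.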
FLuc inh = Firefly luciferase inhibition profiling of diverse chemical library using quantitative high-throughput screening | 2.5% of 76,000 active | AID 1347043, 2019 | purified P. pyralis luciferase, luminescence, biochemical | Potency, µM (doses to about 115 µM), without a hit: top-dose activity change, negative = inhibition, most hits filed as inhibitors; note: potency is the fitted concentration of half-maximal effect; nearly all actives have a fitted effect of over 65% in size
Target sequence (P08659 whole entry, looked up): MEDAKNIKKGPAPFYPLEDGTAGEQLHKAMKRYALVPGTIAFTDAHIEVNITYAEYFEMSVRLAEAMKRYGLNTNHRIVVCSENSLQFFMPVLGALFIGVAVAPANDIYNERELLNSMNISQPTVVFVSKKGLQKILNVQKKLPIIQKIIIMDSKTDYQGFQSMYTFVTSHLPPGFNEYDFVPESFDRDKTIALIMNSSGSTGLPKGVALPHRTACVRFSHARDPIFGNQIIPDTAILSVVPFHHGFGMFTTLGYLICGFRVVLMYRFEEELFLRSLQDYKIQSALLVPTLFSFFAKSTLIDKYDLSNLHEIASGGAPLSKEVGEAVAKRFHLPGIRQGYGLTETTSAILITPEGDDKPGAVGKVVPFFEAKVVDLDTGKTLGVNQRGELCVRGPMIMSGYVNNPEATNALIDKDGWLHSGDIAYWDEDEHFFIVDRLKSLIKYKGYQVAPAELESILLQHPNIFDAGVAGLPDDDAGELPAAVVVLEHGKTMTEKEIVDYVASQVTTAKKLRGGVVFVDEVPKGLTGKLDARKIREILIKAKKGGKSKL
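Biochemical qHTS: compound (6-point titration) added to 10uM D-luciferin plus 10uM ATP in Tris acetate pH 7.5 buffer with Mg, Tween-20 and BSA, then purified enzyme at 10nM; light output imaged.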
* marks the source's active call; other numbers are inactive results; i = inactive; ? = inconclusive; / = no result given; [ ] = another dose, or the depositor's remark. Unless noted, calls come from the whole dose curve; as a rule, active = well fitted curve in the direction sought with a large enough effect; inconclusive = small, poorly fitted or top-dose-only effect, or another doubt; inactive = no such curve, though single readings can be large; an effect the other way counts as inactive or inconclusive. Unless noted, % is set by controls: 0 for no effect and ±100 for the full control effect. This is a subset (hit frequency here may not be typical).

The first 9 records (preview)
SMILES	GPT2 inh	HEK cytotox	3T3 cytotox	SNCA expr inh	IP6K1 inhibitor	HEK293 viab	FLuc inh
O=C(Cc1ccccc1Cl)N1CCC(Cc2nc(-c3ccc(F)cc3)no2)CC1	3%	?	?	?	-1	1%	10%
CCOC(=O)c1nc(Nc2ccc(C(C)=O)cc2)c2ccccc2n1	/	/	/	-7%	-17	-4%	/
Cc1ccccc1N(C)C1CN([S+](=O)([O-])c2ccccc2)C1	i	?	?	-8%	5	12%	/
O=C(CCC1CCN(c2cc(NC3CC3)ncn2)CC1)Nc1ccccc1	i	?	-24%	?	15	11%	?
CC(C)CN(CCCNC(=O)c1cc(-c2ccc(Br)s2)nc2ccccc12)CC(C)C	/	/	/	-13%	-19	-1%	/
COc1ccc(-c2nc3sc(CCNC(=O)C(=O)Nc4ccccc4C#N)c(C)n3n2)cc1	/	/	/	-3%	16	-1%	/
Cc1ccc(CN(Cc2ccco2)C(=O)COc2ccc(C(C)C)cc2)cc1	/	/	/	?	3	2%	/
CC1=C[C@@H](CN2CCN(c3ccc(F)cc3)CC2)[C@H](C(C)C)C[C@H]1Cc1nnc(-c2cncn2C)o1	i	22µM*	?	-14%	27	-24%	4%
Cc1ccc(OCC(=O)N2CC(c3nnc(-c4ccc(C)cc4)o3)C3(CCOCC3)C2)cc1 (stereo unspecified)	i	?	-19%	-7%	10	-10%	-10%

All compounds of this part, repeating the preview:
SMILES	GPT2 inh	HEK cytotox	3T3 cytotox	SNCA expr inh	IP6K1 inhibitor	HEK293 viab	FLuc inh
O=C(Cc1ccccc1Cl)N1CCC(Cc2nc(-c3ccc(F)cc3)no2)CC1	3%	?	?	?	-1	1%	10%
CCOC(=O)c1nc(Nc2ccc(C(C)=O)cc2)c2ccccc2n1	/	/	/	-7%	-17	-4%	/
Cc1ccccc1N(C)C1CN([S+](=O)([O-])c2ccccc2)C1	i	?	?	-8%	5	12%	/
O=C(CCC1CCN(c2cc(NC3CC3)ncn2)CC1)Nc1ccccc1	i	?	-24%	?	15	11%	?
CC(C)CN(CCCNC(=O)c1cc(-c2ccc(Br)s2)nc2ccccc12)CC(C)C	/	/	/	-13%	-19	-1%	/
COc1ccc(-c2nc3sc(CCNC(=O)C(=O)Nc4ccccc4C#N)c(C)n3n2)cc1	/	/	/	-3%	16	-1%	/
Cc1ccc(CN(Cc2ccco2)C(=O)COc2ccc(C(C)C)cc2)cc1	/	/	/	?	3	2%	/
CC1=C[C@@H](CN2CCN(c3ccc(F)cc3)CC2)[C@H](C(C)C)C[C@H]1Cc1nnc(-c2cncn2C)o1	i	22µM*	?	-14%	27	-24%	4%
Cc1ccc(OCC(=O)N2CC(c3nnc(-c4ccc(C)cc4)o3)C3(CCOCC3)C2)cc1 (stereo unspecified)	i	?	-19%	-7%	10	-10%	-10%
Cc1ccc(C2Cn3cnc(C(=O)N4CCC(C(=O)NCc5ccco5)CC4)c3CO2)cc1 (stereo unspecified)	i	3%	i	59%[activator]	3	2%	14µM*
O=C1CC[C@@H](C(=O)N2CCc3onc(C(c4ccccc4)c4ccccc4)c3C2)N1	?	-5%	-10%	?	-6	8%	0%
Cc1ccc(CNC(=O)CSc2nc3ccsc3c(=O)n2Cc2ccccc2F)cc1	/	/	/	26%	12	10%	/
Cc1cc(CN(C)C(=O)c2cc(COc3ccc4c(c3)OCO4)[nH]n2)on1	i	i	-15%	49%[activator]	5	0%	-11%
COCCNc1ncccc1-c1noc([C@@H]2CCCN2Cc2ccc(C(=O)O)cc2)n1	i	-7%[172 µM]	-11%[174 µM]	15%[87.6 µM]	11	2%[87.6 µM]	-2%[172 µM]
COc1ccc(Br)c(C(=O)N[C@@H]2C=C(C(=O)N[C@H](C)C(N)=O)C[C@@H](O)[C@@H]2O)c1	i	3%	2%	20%	-3	-3%	-5%
O=C(c1ccc2c(c1)N(Cc1ccccc1F)C(=O)c1ccccc1S2(=O)=O)N1CCCCCC1	/	/	/	1%	14	-13%	/
CCOc1ccc(NC(=O)[C@H]2O[C@@H]3OC(C)(C)O[C@@H]3[C@H]3OC(C)(C)O[C@H]32)cc1	/	/	/	-11%	-20	-24%	/
CCOC(=O)C1(Cc2ccc(OC)cc2)CCN(C(=O)C(C)Oc2ccccc2)CC1 (stereo unspecified)	-5%	?	-21%	6%	5	6%	-12%
COc1ccc(NC(=O)c2cnc(N3CCCCC3)c3ccccc23)cc1Cl	/	/	/	?	15	-5%	/
COc1ccc2c(c1)CC(NC(=O)Nc1c(C)cc(C)cc1C)CO2 (stereo unspecified)	/	/	/	35%[activator]	-6	7%	/
O=C1CC(c2ccccc2)N(C(=O)C2CC2)CCCN(C(=O)c2cccs2)CCN1 (stereo unspecified)	-6%	i	-1%	-23%	2	6%	-3%
COc1ccc(Cl)cc1C(=O)Nc1ccc2c(c1)CCC(=O)N2	i	-3%	-20%	3%	1	0%	-7%
COc1ccc(Oc2nc3c(c(=O)n(Cc4ccccc4Cl)c(=O)n3C)n2C)cc1	/	/	/	-23%	-6	8%	/
CC(O)CN1CCC(=O)N(C/C=C/c2ccccc2)Cc2ccccc21 (stereo unspecified)	/	?	?	/	-6	/	/
CC[C@]1(O)CC2CN(CCc3c([nH]c4ccccc34)[C@@](C(=O)OC)(c3cc4c(cc3OC)N(C=O)[C@H]3[C@@](O)(C(=O)OC)[C@H](OC(C)=O)[C@]5(CC)C=CCN6CC[C@]43[C@@H]65)C2)C1 (stereo partly specified)	i	/	/	/	-9	-27%	/
COc1ccc(CNC(=O)C2CCN(c3nnc(-n4cccc4CNc4ccc(C)cc4)s3)CC2)c(OC)c1	/	/	/	-4%	1	2%	/
Cc1nc(CN2CCN(C(=O)CC3COCCN3)CC2)cs1 (stereo unspecified)	2%	i	-4%	12%	1	-2%	8%
CCCCSc1ncnc2c1c(-c1ccccc1)cn2-c1cccc(F)c1	/	/	/	24%	-2	16%	/
O=C(NCCc1noc(C2CC2)n1)Nc1ccc(C(F)(F)F)cc1	-8%	?	?	13%	2	3%	-4%
Cn1nnc(-c2ccc(C(=O)N[C@H]3C[C@@H]4OCC[C@H]34)cc2)n1	-6%	-9%	-2%	-19%	3	7%	-3%
COc1cc(Cl)ccc1C(=O)N1C[C@@H](C(N)=O)[C@H](c2nc(C)no2)C1	-7%	-9%	-1%	6%	4	14%	-7%
Cc1ccccc1-n1c(=O)c2ccccc2n(Cc2ccc(F)cc2)c1=O	/	/	/	?	1	?	/
Cc1nc(CN2C(=O)OC3(CCN(C(=O)Cc4ccc(O)cc4)CC3)C2(C)c2ccccc2)cs1 (stereo unspecified)	3%	i	?	-2%	-9	-14%	2%
Cc1ccccc1N1Cc2c(ncnc2N2CCN(Cc3ccccc3)CC2)N(C)CC1=O	4%	?	-26%	-8%	4	14%	4%
CCC(=O)N1CCc2sc(C(=O)NCc3cccs3)cc2C1	i	-9%	-29%	24%	-3	-12%	-6%
Cc1nc(-c2cccc(Cl)c2)n(CC(=O)NC(C)CCc2ccccc2)c(=O)c1CCO (stereo unspecified)	?	?	?	?	-5	0%	-8%
CCN(C1CCOCC1)C1CN(C(=O)c2cccn2C)C1	i	-9%	-2%	8%	7	8%	5%
COC[C@@H]1CN(c2ncccn2)C[C@H]1C(=O)Nc1ccncc1	-12%	-2%	0%	4%	15	-2%	0%
Cc1ccc(C)c(Cn2c(-c3ccc(Cl)cc3)nc(C)c(CCO)c2=O)c1	i	?	?	-11%	0	4%	-7%
Cc1ccn2c(Nc3ccccc3C)c(-c3cccnc3)nc2c1	/	/	/	18%	23	-19%	/
CNC(=O)C1CCN(C(=O)c2coc(COc3ccc4ccc(OC)cc4c3)n2)C1 (stereo unspecified)	i	?	?	-5%	-7	2%	?
COc1ncccc1-c1n[nH]c2c1CC(=O)N(Cc1ccccc1)C2	i	-20%[172 µM]	25µM*	41%[activator][87.6 µM]	7	-4%[87.6 µM]	-13%[172 µM]
CC(C)c1ccc(CNC(=O)CN2CC3CC(C2)[C@H]2CCCC(=O)N2C3)cc1 (stereo partly specified)	?	-27%	-26%	8%	-3	1%	9%
COc1ccc(N2CC(C(=O)NCc3ccc(C(F)(F)F)cc3)NC2=O)cc1 (stereo unspecified)	i	?	?	29%	10	3%	-5%
COc1ccc(-c2cc(C(=O)N3CCCC3)ccn2)cc1F	-10%[11.5 µM]	i	-2%	-4%	25	-5%	-13%
Cc1ccc(NC(=O)C2Cn3cccc3C(=O)N2)cc1F (stereo unspecified)	-3%	i	-10%	-18%	-6	?	-15%
O=C(NCCc1csc(-c2cccnc2)n1)c1ccc(F)c(F)c1	/	/	/	?	-7	-5%	/
CC(C)NC(=O)c1nc2sccn2c1-c1ccc(F)cc1	i	-16%[172 µM]	-33%[138 µM]	-7%[87.6 µM]	8	-5%[87.6 µM]	/
Cc1ccc(OC(=O)CSc2nnc(-c3cccs3)o2)cc1	/	/	/	-2%	2	-2%	/
COc1ccccc1Nc1cnc2ccc(N(C)Cc3cccnc3)nn12	-8%[88.5 µM]	?	?	-27%[87.6 µM]	-15	-3%[87.6 µM]	-17%[172 µM]
COc1ccc(CNC(=O)C(C)[C@@H]2CCc3c(C)cc(OCCN4CCOCC4)c(C)c3C2)cc1 (stereo partly specified)	-4%	?	?	9%	-2	-7%	15%
COc1ccccc1-c1cc(C(=O)N(C)C)c2cnn(C)c2n1	-2%	0%	-2%	-14%	-4	-6%	/
CC(C)c1nnc(C2CN(C(=O)COc3ccc(F)cc3)CC23CCOCC3)o1 (stereo unspecified)	-17%	-9%	-17%	34%[activator]	20	8%	-8%
COc1ccccc1NC(=O)Cn1ccn2nc3c(c2c1=O)CCCC3	i	?	-18%	-25%	-14	2%	-18%
CC(=O)N(CC(O)CO)c1c(I)c(C(=O)NCCO)c(I)c(C(=O)NCC(O)CO)c1I (stereo unspecified)	-11%	/	/	21%[25.6 µM]	9	4%[23.9 µM]	/
NC1CCc2nn(CC(=O)N3CCN(c4ncccn4)CC3)c(=O)n2CC1 (stereo unspecified)	i	i	-8%	-2%	-13	-2%	6%

From PubChem BioAssay
